PKA-R2B act: activators of PKA-R2B holoenzyme, primary screen, biochemical, fluorescence polarization, Cy5-IP20, human | activation, % at 11.4 µM | cAMP-dependent protein kinase catalytic subunit beta (Homo sapiens) + cAMP-dependent … | PKA-R2B holoenzyme dissociation; R2B truncated from residue 108, S112A mutant; 0% DMSO only, 100% 113 µM cGMP | 0.079% of 340,000 active;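 active = activation above a cutoff set at the mean over all compounds plus 3 SD, cut at about 18% in these data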;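 also: higher means more holoenzyme dissociation and a rise in polarization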
Target sequence (P31323 whole entry, looked up, other chains not shown, the tested form may be a part): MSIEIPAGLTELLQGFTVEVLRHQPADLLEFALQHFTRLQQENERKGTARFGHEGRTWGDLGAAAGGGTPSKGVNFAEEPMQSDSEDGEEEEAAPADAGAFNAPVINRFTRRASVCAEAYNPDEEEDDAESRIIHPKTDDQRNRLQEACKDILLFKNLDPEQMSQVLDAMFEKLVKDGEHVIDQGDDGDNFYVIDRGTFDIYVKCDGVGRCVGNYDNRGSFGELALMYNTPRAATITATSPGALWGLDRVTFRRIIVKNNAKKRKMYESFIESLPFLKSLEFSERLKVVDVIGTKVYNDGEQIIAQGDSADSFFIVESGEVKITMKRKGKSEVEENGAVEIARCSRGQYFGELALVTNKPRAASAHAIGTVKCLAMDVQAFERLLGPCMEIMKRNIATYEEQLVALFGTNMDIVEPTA
dFosB act: activators of delta FosB homodimer, primary screen, biochemical, fluorescence polarization, TAMRA-CDK5 oligo, single point; activation, % at 25 µM; purified delta FosB; percent of positive-control signal above neutral wells; Protein FosB (Mus musculus), P13346; 0.99% of 340,000 active;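 active = mean activation above about 17%, with every replicate also reaching it, limit read from the data, passing the limit was not always enough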;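 also: fluorescence polarization rise as delta FosB binds a TAMRA Cdk5 AP-1 oligo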
SR-BI DiI inh: inhibitors of SR-BI mediated HDL lipid uptake, primary screen, ldlA[mSR-BI] cells, fluorescence, single point; Scavenger receptor class B member 1 (Mus musculus), Q61009; ldlA[mSR-BI] CHO cells, DiI-HDL uptake fluorescence, 3 h; 0.96% of 320,000 active; inhibition, % at 12.5 µM;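 active = mean replicate inhibition of at least 70% and a set share of replicates each scoring 70 or more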;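 also: 0% = median of neutral control wells and 100% = median of positive control wells; values of inactives mirror those of a sister screen read the other way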
PKA-R1A activ: activators of PKA-R1A holoenzyme, primary screen, biochemical, fluorescence polarization, Cy5-IP20, bovine R1A, mouse PKAc. cAMP-dependent protein kinase type I-alpha regulatory subunit (Bos taurus) + …. PKA-R1A dissociation; scaled: DMSO 0%, 113 µM cGMP 100%. activation, % at 11.4 µM. 0.083% of 340,000 active. AID 504707, 2011;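 active = percent activation above the mean of all tested compounds plus 3 SD, cut at about 19% in these data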;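 also: higher means more PKAc released from R1A so a rise in polarization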
NSD2 HMT inh: NSD2 histone methyltransferase inhibitors, primary screen, biochemical, AlphaScreen, single concentration, set 2 | NSD2 peptide methylation, 120 min | inhibition, % at 12.5 µM | 0.54% of 310,000 active | AID 743445, 2014; in the data active = inhibition above about 50%
SUMO Mot1 rescue: yeast Mot1-301 growth rescue at high temperature, primary screen, SUMOylation pathway inhibitor project, S. cerevisiae, ATP luminescence, 38.5C. S. cerevisiae Mot1-301 growth rescue; percent above DMSO median, 100 means doubled. growth rescue, % at 18.8 µM. 1% of 320,000 active;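 active = every valid replicate shows activation above 250% relative to neutral control wells; inactive = the rest, any valid replicate at or below 250%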;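 also: OY570 slx delta 5 strain wells were the positive control but not used for scaling; some compounds called inactive have numbers as strong as hits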
MITF TRPM1 HTS: activators of MITF-driven TRPM1 promoter reporter, primary screen, cell-based, SK-MEL-5, luciferase, single point. SK-MEL-5 TRPM1-promoter luciferase, 24 h; % of positive control, neutral wells = 0. activation, % at 12.5 µM. 0.75% of 300,000 active;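 active = mean activation of at least 80% with every replicate also reaching 80%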;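 also: 0% = neutral control wells and 100% = parthenolide positive control wells; values of inactives mirror those of a sister screen read the other way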
CDK5 p35 inh: inhibitors of human CDK5/p35 kinase, primary screen, biochemical, single concentration | Cyclin-dependent kinase 5 (Homo sapiens) + Cyclin-dependent kinase 5 activator 1 (Homo … | Recombinant CDK5/p35, ADP-Glo luminescence, 60 min | inhibition, % at 10 µM | 0.01% of 330,000 active | AID 488839, 2010;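 active = highest replicate inhibition of at least 50% and at least 75% of replicates reaching 50%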;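 also: plate controls were DMSO neutral control for no effect and GW8510 at 10 µM for full effect; many of its hits are not listed in these tables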
Target sequence (Q00535 whole entry, looked up): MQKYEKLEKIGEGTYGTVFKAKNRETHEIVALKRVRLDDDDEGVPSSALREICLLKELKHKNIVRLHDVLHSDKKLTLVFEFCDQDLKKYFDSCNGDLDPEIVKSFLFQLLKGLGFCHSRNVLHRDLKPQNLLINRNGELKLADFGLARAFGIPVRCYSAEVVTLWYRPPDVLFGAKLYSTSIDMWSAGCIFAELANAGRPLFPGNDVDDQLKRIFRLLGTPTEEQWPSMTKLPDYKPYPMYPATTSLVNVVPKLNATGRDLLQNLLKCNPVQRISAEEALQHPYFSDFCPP
Target sequence (Q15078 whole entry, looked up): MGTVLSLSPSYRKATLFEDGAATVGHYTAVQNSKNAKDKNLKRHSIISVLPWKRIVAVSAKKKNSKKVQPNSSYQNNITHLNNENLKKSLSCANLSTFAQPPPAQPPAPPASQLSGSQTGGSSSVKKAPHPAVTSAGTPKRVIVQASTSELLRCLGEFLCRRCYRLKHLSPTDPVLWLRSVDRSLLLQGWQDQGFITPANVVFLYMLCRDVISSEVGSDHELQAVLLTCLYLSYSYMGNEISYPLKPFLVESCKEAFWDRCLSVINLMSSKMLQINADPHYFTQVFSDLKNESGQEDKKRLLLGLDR
Arrestin-AP2 inh: inhibitors of beta-arrestin/AP2 binding, primary screen, biochemical, GPCR trafficking, flow cytometry. inhibition, % at 10 µM. FITC-arrestin peptide / GST-AP2 beads; AP2 beta2 appendage carries R879A mutation. beta-arrestin 1 C-terminal peptide binding to AP2 beta2-adaptin appendage (human). 0.31% of 340,000 active;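 active = inhibition above a set limit, near 3 SD of compounds lacking own fluorescence, cut at about 54% in these data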;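 also: plate controls were DMSO wells for no effect and 5 µM unlabelled arrestin peptide for full effect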
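Measured by: flow cytometry, FL1 (488/535 nm); Material: AP2 appendage R879A on GSH beads; Evaluation: percent response; Timing: pre-incubation 12 min, peptide binding 1 h, room temperature; Also added: 50 nM FITC-arrestin peptide; Medium: PBS with 0.05% Tween 20 and 0.1% BSA.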
SR-BI DiI-HDL act: activators of SR-BI mediated DiI-HDL uptake, primary screen, ldlA[mSR-BI] CHO cells, DiI fluorescence | 3 h; 100 = double the neutral-control signal | AID 504775, 2011 | activation, % at 12.5 µM | 0.096% of 320,000 active;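 active = mean replicate activation of at least 60% and every replicate at or above 60%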;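 also: 0% = median plate neutral-control signal and 100% = twice that signal; values of inactives mirror those of a sister screen read the other way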
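Test system: SR-BI-overexpressing, LDLR-lacking CHO cells. Measured by: DiI fluorescence, bottom read. Medium: Ham's F12 with 0.5% BSA, HEPES 25 mM, pH 7.4. Timing: 3 h uptake period with compound, 37 °C.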
Pemphigus Ab inh: inhibitors of pemphigus antibody binding to DSG3, primary screen, biochemical, bead-based, flow cytometry, scFv-GFP; 0.48% of 310,000 active; DSG3-coupled beads, scFv-anti-DSG3-GFP binding; stronger effect = lower value; binding (percent of control), % at 10 µM; Desmoglein-3 (Homo sapiens), P32926; AID 588358, 2011;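 active = binding more than 3 SD below its plate's average and above zero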;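 also: hits lower antibody fragment binding to DSG3; some compounds called inactive have numbers as strong as hits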
* hit, by the source's call; . = no result given; & = joins results of further samples.

SMILES	PKA-R2B act	dFosB act	SR-BI DiI inh	PKA-R1A activ	NSD2 HMT inh	SUMO Mot1 rescue	MITF TRPM1 HTS	CDK5 p35 inh	Arrestin-AP2 inh	SR-BI DiI-HDL act	Pemphigus Ab inh
Cc1ccccc1Nc1nc(N)nc(CN2CCN(c3ccccn3)CC2)n1	-3	-5	8	-3	-1	16	11	-3.3	-3	-8	98
COc1cc(CNCCSc2nnnn2C)cc(OC)c1OC	1	0	-12	-5	-5	-5	-4	0.2	24	12	99
COc1cc(Cn2c(=O)c3c(OC)c(C)cnc3n(C)c2=O)cc(OC)c1	-7	6	-5	-9	-3	19	-8	1.4	22	5	87
CCOC(=O)c1c(/N=C/c2cc([N+](=O)[O-])ccc2O)sc(C)c1C	-1	1	-21	-1	0	-2	1	-1.8	6	21	128
O=C(CN(Cc1ccccc1F)S(=O)(=O)c1ccc(Cl)cc1)NCC1CCCO1 (configuration not stated)	-15	-4	3	11	-1	-2	-13	-1.2	8	-3	105
Cc1nc2c(ccc3nc(NC(=O)C4CC4)sc32)s1	-7	-50	6	-17	-1	18	-20	1.1	4	-6	118
CCCc1cc(=O)n2[nH]c(NCc3c(Cl)cccc3Cl)nc2n1	24*	3	-45	15	2	53	.	0.1	8	45	100
CC1(CCc2ccccc2)NC(=O)NC1=O (configuration not stated)	3	0	-18	-4	-2	.	7	-3.4	-10	18	100
COc1ccc(NC(=O)CSc2cn[nH]n2)cc1OC	4	1	.	3	-2	-13	7	0.6	6	.	100
Cc1ccc(S(=O)(=O)NCC(=O)OCCOc2ccc(Br)cc2)cc1	-4	-6	2	-8	6	13	0	-0.6	-4	-2	.
CC(NC(=O)C1CCN(S(=O)(=O)c2cnc[nH]2)CC1)c1ccccc1 (configuration not stated)	9	7	-48	-1	.	.	10	-1.0	10	48	111
O=C(O)COCC(=O)Nc1ccc(OCCc2ccccc2)cc1	7	2	-21	9	-1	9	15	0.6	2	21	98
CCN1C(=O)[C@@H]2[C@@H](c3ccc(-c4ccc(F)cc4)cc3)N3CCC[C@@]3(C(=O)OC)[C@@H]2C1=O	-9	0	25	-7	.	-7	11	-1.0	2	-25	105
COC(=O)c1cc(C(=O)OCC(=O)NCc2cccs2)cc([N+](=O)[O-])c1	-4	-9	-10	-8	0	18	-5	0.5	4	10	.
O=C(CSc1nnc(CNC(=O)c2ccccc2)o1)Nc1ccc2c(c1)OCO2	-6	3	-9	-2	1	-6	-4	-0.6	-10	9	.
CCCc1ncc(C(O)c2cccc3ccccc23)n1C (configuration not stated)	-3	-5	-21	-13	5	-7	-3	1.3	-3	21	92
CC1(C)CC(=O)C2=C(C1)N(c1cccc(Cl)c1)C(=O)NC2(C(F)(F)F)C(F)(F)F	-11	-5	-20	-1	23	-21	9	-0.4	11	20	121
COc1ccc(CC(=O)NCc2ccccc2)cc1S(=O)(=O)N1CCOCC1	-16	0	-11	-1	1	-4	.	-1.6	1	11	101
CC(=O)c1cccc(S(=O)(=O)N2CCCC(c3nc4c(nnn4Cc4ccccc4Cl)c(=O)[nH]3)C2)c1 (configuration not stated)	-7	-8	-6	-5	1	.	0	-0.8	19	6	99
O=C(CSc1ccccc1C(=O)O)NCc1ccccc1	3	-2	-11	-6	-1	-7	-2	-2.4	-23	11	106
Cc1cccc(C(=O)OCC(=O)N(CC(C)C)c2c(N)n(Cc3ccccc3)c(=O)[nH]c2=O)c1O	-11	1	-4	-6	-1	-26	-14	0.5	-2	4	99
COc1ccc(/C=C\c2nc(O)c([N+](=O)[O-])c(=O)[nH]2)cc1O	-7	3	-3	5	-1	7	.	1.0	-9	3	98
Cc1nn(C)cc1S(=O)(=O)NCc1ccc2c(c1)OCO2	-2	3	-1	1	-6	7	-12	0.0	3	1	.
C#CC1(NC(=O)NC(C)(C)C)CCCCC1	1	-8	-5	1	-3	-5	9	-1.3	16	5	92
COc1ccc2c(c1)CCC(C)N2C(=O)C(=O)c1c[nH]c2ccccc12 (configuration not stated)	2	-6	11	1	-1	86	-24	-0.2	9	-11	103

Nothing new here: entries from further up.
SMILES	PKA-R2B act	dFosB act	SR-BI DiI inh	PKA-R1A activ	NSD2 HMT inh	SUMO Mot1 rescue	MITF TRPM1 HTS	CDK5 p35 inh	Arrestin-AP2 inh	SR-BI DiI-HDL act	Pemphigus Ab inh
Cc1ccccc1Nc1nc(N)nc(CN2CCN(c3ccccn3)CC2)n1	-3	-5	8	-3	-1	16	11	-3.3	-3	-8	98
COc1cc(CNCCSc2nnnn2C)cc(OC)c1OC	1	0	-12	-5	-5	-5	-4	0.2	24	12	99
COc1cc(Cn2c(=O)c3c(OC)c(C)cnc3n(C)c2=O)cc(OC)c1	-7	6	-5	-9	-3	19	-8	1.4	22	5	87
CCOC(=O)c1c(/N=C/c2cc([N+](=O)[O-])ccc2O)sc(C)c1C	-1	1	-21	-1	0	-2	1	-1.8	6	21	128
O=C(CN(Cc1ccccc1F)S(=O)(=O)c1ccc(Cl)cc1)NCC1CCCO1 (configuration not stated)	-15	-4	3	11	-1	-2	-13	-1.2	8	-3	105
Cc1nc2c(ccc3nc(NC(=O)C4CC4)sc32)s1	-7	-50	6	-17	-1	18	-20	1.1	4	-6	118
CCCc1cc(=O)n2[nH]c(NCc3c(Cl)cccc3Cl)nc2n1	24*	3	-45	15	2	53	.	0.1	8	45	100
CC1(CCc2ccccc2)NC(=O)NC1=O (configuration not stated)	3	0	-18	-4	-2	.	7	-3.4	-10	18	100
COc1ccc(NC(=O)CSc2cn[nH]n2)cc1OC	4	1	.	3	-2	-13	7	0.6	6	.	100
Cc1ccc(S(=O)(=O)NCC(=O)OCCOc2ccc(Br)cc2)cc1	-4	-6	2	-8	6	13	0	-0.6	-4	-2	.
CC(NC(=O)C1CCN(S(=O)(=O)c2cnc[nH]2)CC1)c1ccccc1 (configuration not stated)	9	7	-48	-1	.	.	10	-1.0	10	48	111

Further entries.
SMILES	PKA-R2B act	dFosB act	SR-BI DiI inh	PKA-R1A activ	NSD2 HMT inh	SUMO Mot1 rescue	MITF TRPM1 HTS	CDK5 p35 inh	Arrestin-AP2 inh	SR-BI DiI-HDL act	Pemphigus Ab inh
CCOc1ccc(NC(=S)Nc2ccc(Br)cc2Cl)cc1	1	-8	9	-2	0	19	8	-3.5	13	-9	102
O=C1SCCN1N=Cc1ccc([N+](=O)[O-])o1	8	5	-2	1	3	.	-65	-0.3	5	2	92
O=C(Oc1ccccc1)c1c(Cl)cccc1P(=O)(O)O	-8	-3	.	1	-1	8	4	-3.8	2	.	103
CCCNc1c(N)n(-c2ccccc2)c(=O)[nH]c1=O	-9	2	-3	4	-2	-5	18	-1.0	1	3	101
CNC(=S)NNC(=O)c1ccccc1F	0	-3	-13	-1	-2	-2	16	-0.4	26	13	104
CN(C)S(=O)(=O)c1cccc(NC(=O)CCCSc2ccccc2)c1	-4	-7	-1	9	-1	5	18	0.8	14	1	99
Cc1ccc(/C=C/C(=O)Nn2cnnc2)cc1	-2	3	-51	10	-2	22	-8	-0.2	-7	51	102
COc1cc(Br)cc2cc(C(=O)N3CCOCC3)c(=O)oc12	4	-7	-1	-3	-2	-9	.	-1.3	38	1	115
CC(C)Cc1ccc(C(C)C(=O)Nc2ncccn2)cc1 (configuration not stated)	-15	-8	11	4	-4	156	6	-1.2	7	-11	105
COc1cc(/C=N/NC(=O)CNS(=O)(=O)c2ccc(C)cc2)cc(OC)c1OC	14	-12	-2	3	-1	-14	-9	-0.1	50	2	.
CC(=O)Nc1cccc(NC(=O)c2c(-c3ccccc3)noc2C)c1	-7	-3	7	9	8	9	1	0.3	-7	-7	102
CC(C)c1ccc(NC(=O)c2sccc2-n2cccc2)cc1	-1	0	101*	-7	-2	103	19	-0.1	.	-101	107
CCCc1nnc(NC(=O)CN2CCOCC2)s1	8	7	-37	8	-3	2	2	0.9	23	37	94
O=C(COC(=O)Cc1ccc(F)cc1)NC1CCCCC1	-3	-5	-12	-4	-3	0	3	0.0	-9	12	108
O=C(CCc1ccc(S(=O)(=O)NCc2ccccc2)cc1)NCc1cccnc1	-14	-4	26	18	-2	1	2	-1.2	7	-26	122
C/C(=N\NC(=O)c1cccs1)c1ccc2ccccc2c1	-11	1	39	-3	10	-7	66	-0.4	1	-39	121
COc1ccc2oc(=O)c(-c3nnc(N)s3)cc2c1	2	2	-5	-1	-2	1	33	1.9	6	5	85
N=c1c(S(=O)(=O)c2ccc(F)cc2)cc2c(=O)n3ccccc3nc2n1CC1CCCO1 (configuration not stated)	1	-10	13	4	-4	8	8	-1.0	18	-13	99
Nc1ncnc2c1ncn2[C@@H]1O[C@H](CNS(=O)(=O)C2CC2)[C@@H](O)[C@H]1O	2	5	-15	-3	.	.	-1	-3.9	9	15	86
O=C(CSc1nc2ccccc2[nH]1)Nc1c(F)c(F)c(F)c(F)c1F	5	-5	.	7	-2	.	-16	-3.5	18	.	100
O=C(CNC(=O)c1ccccc1)OCCCOC(=O)CNC(=O)c1ccccc1	2	-11	-9	-1	-2	-4	-7	-0.9	10	9	110
Cc1ccccc1C(OCCN(C)C)c1ccccc1 (configuration not stated)	-1&0	-6&-3	-28&-6&-9	12&2	.	-20&-5	16&6	-2.7&-0.1	4&15	28&6&9	100&103

Screening results as filed in PubChem BioAssay.
